# MCL1-BIM inh: MCL1-BIM-BH3 interaction inhibition (human); GST-MCL1 / FITC-Bim-BH3 fluorescence polarization; 0.68% of 320,000 active; AID 2057; inhibition, % at 10.9 µM;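 active means inhibition above the mean inhibition of all tested compounds plus 3 SD, set per campaign, cut at about 40% in these data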;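 further: 0% = DMSO wells and 100% = unlabeled Bim-BH3 peptide control; higher means more loss of mP so more displacement of Bim peptide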
# Target sequence (Q07820 whole entry, looked up): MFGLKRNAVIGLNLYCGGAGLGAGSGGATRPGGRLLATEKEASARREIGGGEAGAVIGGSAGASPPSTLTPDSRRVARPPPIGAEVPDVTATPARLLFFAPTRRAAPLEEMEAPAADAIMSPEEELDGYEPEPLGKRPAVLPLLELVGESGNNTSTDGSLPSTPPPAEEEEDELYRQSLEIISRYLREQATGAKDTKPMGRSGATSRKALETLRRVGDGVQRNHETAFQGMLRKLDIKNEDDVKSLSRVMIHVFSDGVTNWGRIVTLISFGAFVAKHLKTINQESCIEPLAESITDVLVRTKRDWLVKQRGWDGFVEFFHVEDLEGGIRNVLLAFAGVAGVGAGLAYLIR
# VLA-4 inh: inhibition in a human VLA-4 binding assay. P13612. VLA-4 expressing cells, ligand binding flow cytometry. inhibition, % (about 7 µM as worked out from the volumes in the protocol). 0.2% of 330,000 active. AID 2557; in the data active means inhibition above about 50%
# Fam108B counter: Fam108B inhibition, counter-screen for RBBP9 inhibitors. recombinant Fam108B, FP-Rh probe fluorescence polarization. inhibition, % at 9.51 µM. 0.33% of 300,000 active. AID 1947;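 active means inhibition above the screen mean inhibition plus 3 SD, computed separately per campaign, cut at about 18% in these data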;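 further: inhibitors lower polarization as less probe binds the enzyme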
# Efflux pump inh: antifungal efflux pump inhibition, Nile Red retention; 0.44% of 330,000 active; inhibition, % at 10 µM; S. cerevisiae Candida pump triplex; AID 485275;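 active means plate passing quality check with inhibition over a set limit, or well fluorescence over plate mean plus 4 SD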;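 further: Nile Red retained in pooled yeast measured as flow cytometry median fluorescence; 0% = buffer negative control and 100% = Enniatin B positive control; higher means more Nile Red kept so more efflux inhibition; some compounds called inactive have numbers as strong as hits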
# MEX-5 binding: C. elegans MEX-5 TCR-2 RNA binding activity. activity score (negative = inhibition of binding), % at 10 µM. 0.38% of 300,000 active. MEX-5/FITC-TCR2 RNA binding, fluorescence polarization; hits give low values. AID 1832. Q9XUB2;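 active means inhibition past about -25% in most replicates, and total fluorescence under double the plate's negative control median, limit read from the data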;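 further: 0% = DMSO and -100% = 5 µM competing unlabeled TCR2 RNA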
# Target sequence (Q9XUB2 whole entry, looked up): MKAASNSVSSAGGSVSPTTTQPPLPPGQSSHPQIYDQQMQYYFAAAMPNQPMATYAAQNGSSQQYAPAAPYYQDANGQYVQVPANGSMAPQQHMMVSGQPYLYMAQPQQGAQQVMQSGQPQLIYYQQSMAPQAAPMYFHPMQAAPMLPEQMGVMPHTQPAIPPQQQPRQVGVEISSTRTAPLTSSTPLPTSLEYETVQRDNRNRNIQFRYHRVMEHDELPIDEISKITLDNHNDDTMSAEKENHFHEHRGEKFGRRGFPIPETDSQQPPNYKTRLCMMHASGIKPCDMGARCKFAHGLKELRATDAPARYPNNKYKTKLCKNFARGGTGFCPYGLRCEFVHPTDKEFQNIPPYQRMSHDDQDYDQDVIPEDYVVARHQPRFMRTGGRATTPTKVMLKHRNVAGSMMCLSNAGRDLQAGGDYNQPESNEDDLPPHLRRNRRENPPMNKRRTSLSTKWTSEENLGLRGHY
# PME-1 inh: PME-1 (human) inhibition | Q9Y570 | recombinant PME-1, FP-Rh probe fluorescence polarization | inhibition, % at 5.9 µM | 0.53% of 320,000 active;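 active means inhibition above the campaign mean of all compounds plus 3 SD, cut at about 26% in these data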;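 further: competitive labeling of PME-1 active site by serine hydrolase directed probe; 0% = PME-1 with DMSO and 100% = wells lacking PME-1 enzyme; inhibitors block probe labeling so polarization falls and inhibition rises; many of its hits are not listed in these tables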
# GLD-1 TGE inh: GLD-1-TGE RNA interaction inhibition (C. elegans) | Q17339 | purified GLD-1 + fluorescein TGE RNA, fluorescence polarization | inhibition, % at 5.96 µM | 0.44% of 320,000 active | AID 2280;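 active means percent inhibition above a per-plate cutoff, the plate mean of test compounds plus 3 SD, cut at about 30% in these data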;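 further: 0% = DMSO wells with GLD-1 and probe and 100% = wells lacking GLD-1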
# Bcl-xL primary: Bcl-xL (human) inhibition; Q07817; GST-Bcl-xL / FITC-Bim BH3 peptide fluorescence polarization; inhibition, % at 10.9 µM; 0.7% of 320,000 active; AID 2129;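 active means inhibition above the mean of all tested compounds plus 3 SD, cutoff set per campaign, cut at about 30% in these data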;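 further: 0% = DMSO wells and 100% = unlabeled Bim-BH3 peptide competitor; inhibitors lower millipolarization by displacing the labeled peptide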
# Target sequence (Q07817 whole entry, looked up): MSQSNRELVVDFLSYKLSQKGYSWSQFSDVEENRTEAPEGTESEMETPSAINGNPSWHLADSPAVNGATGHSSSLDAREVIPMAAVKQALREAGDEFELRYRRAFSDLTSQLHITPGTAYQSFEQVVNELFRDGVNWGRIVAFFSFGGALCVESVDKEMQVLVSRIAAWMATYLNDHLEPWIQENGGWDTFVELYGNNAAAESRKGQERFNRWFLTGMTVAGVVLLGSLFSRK
# GRK2 aptamer HTS: inhibitors of human GRK2 displacing RNA aptamer. P25098. bead flow cytometry, FAM-aptamer displacement from GRK2. inhibition of aptamer binding, % at 10 µM. 0.59% of 330,000 active;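 active means inhibition of aptamer binding above 40%, roughly 3 SD of noise, on plates passing a quality check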;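 further: median bead fluorescence of bound FAM aptamer so fluorescent compounds give negative values; no value below 0 was filed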
# The depositor's hits bear a star; . = no result given. This is a subset. The share of hits here may be higher or lower than overall.
SMILES,MCL1-BIM inh,VLA-4 inh,Fam108B counter,Efflux pump inh,MEX-5 binding,PME-1 inh,GLD-1 TGE inh,Bcl-xL primary,GRK2 aptamer HTS
CC(=O)Nc1ccc(NC(=O)C(C)OC(=O)C(C)SCC(=O)Nc2ccc(C)cc2)cc1 (stereo not drawn),-4,4,6,0.1,3.7,5,5,-9,0
Cc1nnc(NC(=O)CSc2nnc3c(n2)[nH]c2ccc(Br)cc23)s1,5,18,-13,0.0,-1.5,-4,1,3,0
COCC(=O)N(c1ccccc1)C(C)C(=O)OC (stereo not drawn),4,-24,5,-0.1,0.8,-4,2,1,2
Cc1ccc(-n2ncc3c(NCCCOC(C)C)ncnc32)c(C)c1,3,-7,-2,-0.1,2.4,-3,-4,5,2
O=C(Cn1nc(C(=O)O)c2ccccc2c1=O)Nc1ccc2c(c1)C(=O)c1ccccc1C2=O,2,-2,0,0.1,-3.0,9,3,12,2
O=S(=O)(NCc1ccco1)c1ccccc1Br,14,-3,8,-0.1,-2.9,-1,7,7,1
CCn1cc(C(=O)NCc2ccco2)c(=O)c2cc(S(=O)(=O)N3CCc4ccccc4C3)ccc21,0,-9,-24,0.1,0.4,-24,9,2,0
CC(=O)Nc1ccc2nc(C3CCCCC3)[nH]c2c1,0,3,5,0.1,0.1,1,-1,-3,2
O=C(CCSc1ccc(Cl)cc1)NN=C1CCCCCC1,-6,4,1,-0.1,3.6,1,-12,-5,0
COc1ccc(-c2n[nH]c(=S)n2/N=C/C=C\c2ccccc2OC)cc1,-15,18,6,0.1,1.9,0,7,-21,0
Cc1cccc2sc(NNC(=O)c3ccc(S(=O)(=O)N4CCCC(C)C4)cc3)nc12 (stereo not drawn),1,9,11,-0.1,-0.9,4,-2,2,5
O=C(CCN1CCCCC1c1cccnc1)NCc1ccccc1 (stereo not drawn),7,-9,-2,-0.2,1.0,1,-1,9,0
COc1ccc(CCNC(=O)c2c(O)c3ccccc3n(C)c2=O)cc1,-1,9,-4,-0.4,2.2,-5,-2,3,1
COc1ccc(C2N=C(c3ccccc3)NO2)cc1OC (stereo not drawn),6,-5,2,-0.2,2.7,-6,0,5,1
Cc1ccccc1NC(=O)Cc1nnc(SCC(=O)NC2=NCCS2)n1C,-1,-1,2,-0.1,-2.3,-2,6,-5,0
C#CCNC(=O)C1=C[C@H](c2csc3ccccc23)[C@@H](CCCO)[C@H](OCC)O1,-6,-1,2,0.1,-1.0,0,-4,-1,1
Cc1n[nH]c(C)c1C(=O)CC1(O)C(=O)N(CCc2ccccc2)c2ccc(Br)cc21 (stereo not drawn),-6,0,0,-0.1,-0.1,4,5,-1,0
CCN(CC)C(=O)COc1ccc(/C(C)=N/NC(=O)c2ccccc2Br)cc1,-2,-2,1,0.1,-0.6,-4,2,5,0
C=CCN1C(c2cccc(C(F)(F)F)c2)=CS/C1=C(/C#N)c1nnc(N2CCOCC2)n1-c1ccccc1,5,6,-3,-0.6,1.1,-4,1,-1,1
CC1(C)C(c2ccccn2)=[N+]([O-])C(C)(C)N1O,-9,14,5,0.1,0.0,-4,1,-6,2
CCn1c2ccccc2c2cc(/C=N/NC(=O)c3ccccc3)ccc21,0,-2,-12,0.2,-0.4,-4,1,3,0
CN(C)C(=O)c1cnc(-c2ccccc2)nc1-c1ccccc1,5,26,8,-0.1,-1.2,1,-15,2,1
COc1ccc(C(=O)N2CCN(CCc3ccccc3)CC2)cc1[N+](=O)[O-],0,-16,-1,0.1,0.0,-6,2,4,0
C(=N\N=C\c1ccncc1)/c1ccncc1,-8,6,-2,0.0,-2.8,2,-6,-5,0
CCCNC(=O)c1cc(S(=O)(=O)N2CCCCC2)c[nH]1,0,-29,-1,-0.1,-2.4,-2,4,3,0
COc1ccc(C(=O)NNC(=O)CNC(=O)C2CCCCC2)cc1,-3,-2,1,-0.1,3.4,-3,-5,0,1
NC(CO)c1cn([C@@H](CCC(=O)O)C(=O)N2CCNCC2)nn1 (stereo partly drawn),8,44,2,-0.2,-5.8,0,6,4,0
COc1cccc(/C=N/Nc2ccc(Cl)nn2)c1,-3,8,6,-0.1,-0.7,-4,-1,4,0
CC(=O)c1ccc(NC(=O)Cn2c3ccccc3c3nc(=O)cc(C)n32)cc1,4,3,-1,0.0,-2.1,1,-4,5,3
COCCCN(CC(=O)Nc1ccc(F)cc1)S(=O)(=O)c1cccs1,.,-25,.,0.5,.,.,3,.,7
COc1ccc(-n2c(C)nc3cc(C(=O)O)ccc32)cc1,1,14,1,-0.8,-5.1,3,0,1,0
CCCCn1c(N)c(N(CCOC)C(=O)CSc2nnc(C)n2-c2ccc(OC)cc2)c(=O)[nH]c1=O,12,-5,2,-0.1,-8.8,-7,15,16,1
COc1cc(/C=C2/SC(=O)N(Cc3ccccc3Cl)C2=O)ccc1OCc1ccncc1,1,5,-4,0.6,-1.1,-4,-4,2,0
CCOC(=O)c1ccccc1NC(=O)c1ccc2nccnc2c1,6,21,-2,0.3,-0.9,0,-1,8,5
COc1ccc(NC(=O)CCS(=O)(=O)c2ccc3c(c2)oc(=O)n3C)cc1,2,-4,0,0.0,0.6,8,3,1,13
O=C(Nc1ccccc1C(F)(F)F)c1cc(-c2ccccc2O)on1,3,1,1,0.1,0.9,4,6,5,0
CC(C)(O)C#Cc1ccc(CN2CCC(CO)(CCc3ccccc3)CC2)cc1,10,3,-4,0.2,2.9,2,6,18,0
COC(=O)c1c(O)cc(=O)n2c1CCCCC2,5,-7,-3,0.0,-1.9,-4,-1,2,0
O=C(Nc1ccc(N2CCN(C(=O)c3ccccc3F)CC2)cc1)c1ncn[nH]1,-1,24,1,0.2,-3.5,-4,8,2,3
Cc1ccccc1C(=O)OCCCN=C1NS(=O)(=O)c2ccccc21,7,2,1,0.1,0.7,-3,11,8,0
O=C(NC(=S)Nc1ccc(N2CCOCC2)cc1)c1cccc(Cl)c1,4,-1,7,4.0,1.5,-4,6,3,.
Cc1nnc(SCC(=O)Nc2ccc(Oc3ccccc3)cc2)n1N,3,2,3,-0.1,-3.2,-2,-4,0,0
CN1CCN(CC(=O)n2c3c(c4ccccc42)CCCC3)CC1,7,-7,0,0.6,-4.4,8,2,5,0
O=C(Cn1c2c(sc1=O)C1c3ccccc3OCC1CS2)Nc1ccc(Cl)cc1 (stereo not drawn),-1,5,-5,-0.3,0.5,-4,-4,4,3
Cc1noc(C)c1S(=O)(=O)Nc1ccccc1Oc1ccccc1,3,18,-3,0.0,0.1,-1,2,3,0
Cn1cc(-c2ccccc2C(=O)O)c(=O)c2cc(Cl)ccc21,4,-1,1,0.3,1.8,0,1,2,2
O=C(NS(=O)(=O)Nc1ccccn1)c1c[nH]c2ccccc12,1,-4,7,-0.4,1.2,-3,-4,4,0
CC(=O)c1ccc(CC2SC(N)=NC2=O)cc1 (stereo not drawn),1,9,1,0.1,2.8,-3,7,2,0
NS(=O)(=O)c1ccc(CCNC(=O)c2cccc(S(=O)(=O)N3CCCC3)c2)cc1,6,0,.,-0.2,.,0,-1,9,1
CC(=O)C[C@@H](O)CC(=O)[C@H]1OC(=O)CCCCCCCCc2ccccc21,.,7,.,0.0,.,.,4,.,4
Cc1c(C(=O)O)oc2c1/C(=N\O)CCC2,-3,28,-2,-0.2,1.1,2,6,5,3
Cc1ccc(CN2CCN(Cc3cnc(N4CCOCC4)s3)CC2CCO)cc1 (stereo not drawn),2,-9,-2,0.3,0.7,-1,-1,-3,4
COc1cccc(NC(=O)COC(=O)CCSc2ccccc2)c1,.,8,.,-0.1,.,.,-7,.,2
CCOC(=O)CC1COCCN1C(=O)c1cc(COc2ccc(F)c(F)c2)on1 (stereo not drawn),9,13,2,0.0,0.2,-4,-2,4,1
Cc1sc(Nc2ccc([N+](=O)[O-])cc2)nc1-c1c(C)n(C)n(-c2ccccc2)c1=O,0,-2,7,0.4,-1.7,1,-4,-2,3
O=C(CCCn1c(=S)[nH]c2ccsc2c1=O)Nc1ccc2c(c1)OCO2,-11,-3,2,-0.1,1.0,2,-2,-3,0
COc1ccc(S(=O)(=O)N2CCCC(C(=O)N3CCN(C)CC3)C2)cc1C (stereo not drawn),-1,3,-2,0.0,-2.1,1,-5,3,0
CC1=C(C(=O)Nc2ccccc2)C(c2ccncc2)C(C#N)=C(SCC(=O)Nc2ccccc2)N1 (stereo not drawn),5,3,-3,-0.1,1.7,-1,3,5,4
O=C(Cc1ccc(Cl)cc1Cl)Nc1cccc(S(=O)(=O)Nc2ccccc2F)c1,3,33,-3,-0.1,0.5,0,-1,2,4
COc1ccc(OC)c(C(C)NC=O)c1 (stereo not drawn),10,8,0,-0.1,0.8,-4,1,6,0

# Remaining list, next part.
SMILES,MCL1-BIM inh,VLA-4 inh,Fam108B counter,Efflux pump inh,MEX-5 binding,PME-1 inh,GLD-1 TGE inh,Bcl-xL primary,GRK2 aptamer HTS
Cc1cccc(NC(NC(=O)c2ccccc2[N+](=O)[O-])C(Cl)(Cl)Cl)c1 (stereo not drawn),0,-4,0,-0.3,2.1,-2,2,0,4
Cc1cccc(N(C)C(=O)c2cnn(-c3ccccc3)c2C)c1,4,9,-1,0.1,0.0,4,-5,-2,1
Cc1cnn(C(=O)c2ccccc2Br)c1,9,-5,5,-0.1,-0.3,-3,-1,5,0
CC(=O)Nc1cccc(/C(C)=N/NC(=O)c2c(-c3ccccc3Cl)noc2C)c1,0,10,4,0.0,0.2,5,2,0,7

# Grouped by structure, those above with a Cl atom
SMILES,MCL1-BIM inh,VLA-4 inh,Fam108B counter,Efflux pump inh,MEX-5 binding,PME-1 inh,GLD-1 TGE inh,Bcl-xL primary,GRK2 aptamer HTS
O=C(CCSc1ccc(Cl)cc1)NN=C1CCCCCC1,-6,4,1,-0.1,3.6,1,-12,-5,0
COc1cccc(/C=N/Nc2ccc(Cl)nn2)c1,-3,8,6,-0.1,-0.7,-4,-1,4,0
COc1cc(/C=C2/SC(=O)N(Cc3ccccc3Cl)C2=O)ccc1OCc1ccncc1,1,5,-4,0.6,-1.1,-4,-4,2,0
O=C(NC(=S)Nc1ccc(N2CCOCC2)cc1)c1cccc(Cl)c1,4,-1,7,4.0,1.5,-4,6,3,.
O=C(Cn1c2c(sc1=O)C1c3ccccc3OCC1CS2)Nc1ccc(Cl)cc1 (stereo not drawn),-1,5,-5,-0.3,0.5,-4,-4,4,3
Cn1cc(-c2ccccc2C(=O)O)c(=O)c2cc(Cl)ccc21,4,-1,1,0.3,1.8,0,1,2,2
O=C(Cc1ccc(Cl)cc1Cl)Nc1cccc(S(=O)(=O)Nc2ccccc2F)c1,3,33,-3,-0.1,0.5,0,-1,2,4
Cc1cccc(NC(NC(=O)c2ccccc2[N+](=O)[O-])C(Cl)(Cl)Cl)c1 (stereo not drawn),0,-4,0,-0.3,2.1,-2,2,0,4
CC(=O)Nc1cccc(/C(C)=N/NC(=O)c2c(-c3ccccc3Cl)noc2C)c1,0,10,4,0.0,0.2,5,2,0,7

# From PubChem
